RXFP1 ag: RXFP1 (human) receptor agonism | Potency, µM (series often up to 57.5 µM), inactives show top-dose activation, most hits filed as activators | 0.3% of 370,000 active | Q9HBX9 | AID 2676 | HEK293T-RXFP1 cAMP TR-FRET, 30 min; response scale: percent of porcine relaxin response, buffer zero; further: on the % scale 0 is the no-effect control and ±100 the full control effect; nearly all actives have a fitted effect of over 60% in size; many of its hits are not listed in these tables
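HEK293T cells stably expressing RXFP1 were pretreated with the PDE4 inhibitor Ro 20174, exposed to compounds for 30 min at 37C, lysed, and cAMP was read by TR-FRET. Data normalized to buffer (basal) and 29 nM porcine relaxin (100%).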
TrxR1 substrate: substrates of rat thioredoxin reductase 1; O89049; purified TrxR1 substrate turnover, NADPH consumption readout; Potency, µM (highest dose often 114 µM), for inactives: top-dose activity change, negative = substrate turnover; 0.01% of 390,000 active; AID 588456; further: on the % scale 0 is the no-effect control and ±100 the full control effect; nearly all actives have a fitted effect of over 50% in size
Target sequence (O89049 whole entry, looked up): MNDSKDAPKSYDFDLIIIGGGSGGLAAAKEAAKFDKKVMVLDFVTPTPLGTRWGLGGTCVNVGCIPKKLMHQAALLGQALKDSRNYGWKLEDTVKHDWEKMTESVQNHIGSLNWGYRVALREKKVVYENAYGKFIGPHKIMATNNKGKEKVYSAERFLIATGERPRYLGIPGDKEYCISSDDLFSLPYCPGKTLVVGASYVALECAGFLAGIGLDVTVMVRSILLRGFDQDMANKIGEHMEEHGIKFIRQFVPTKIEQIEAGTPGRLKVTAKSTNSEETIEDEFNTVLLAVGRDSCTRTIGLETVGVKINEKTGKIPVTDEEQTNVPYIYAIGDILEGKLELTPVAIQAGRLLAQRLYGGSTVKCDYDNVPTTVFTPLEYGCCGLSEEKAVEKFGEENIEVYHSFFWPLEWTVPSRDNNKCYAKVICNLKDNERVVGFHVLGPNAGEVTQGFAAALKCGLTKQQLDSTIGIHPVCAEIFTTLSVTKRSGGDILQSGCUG
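Rat TrxR1, dispensed at 90 nM, was prereduced with 400 uM NADPH (final) for 5 min at ~22 deg C, then incubated with compound 15 min before 400 uM selenite. A first-read NADPH fluorescence drop versus no-compound background flagged substrates.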
USP1 inh: USP1/UAF1 (human) deubiquitinase inhibition; O94782; recombinant USP1/UAF1, Ub-Rhodamine cleavage fluorescence; Potency, µM (top dose mostly 57.1 µM), for inactives: at the highest dose activity change, negative = inhibition, actives largely listed as inhibitors; 0.23% of 390,000 active; AID 743255; further: on the % scale 0 is the no-effect control and ±100 the full control effect; nearly all actives have a fitted effect of over 60% in size; inactives centre near -12
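USP1/UAF1 complex (1 nM) preincubated 15 min at room temperature with compound, then Ub-Rho substrate (150 nM final) added. Kinetic fluorescence at 480/540 nm over 6 reads at 60 s intervals; 50 mM HEPES pH 7.8, 0.5 mM EDTA, 0.1 mg/ml BSA, 1 mM TCEP, 0.01% Tween-20.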
IDH1 R132H inh: blocks human mutant IDH1 R132H enzyme. O75874. IDH1-R132H enzyme, NADPH consumption, diaphorase/resazurin fluorescence. Potency, µM (highest dose often 76.6 µM), without a hit: at the top dose activity change, negative = inhibition, actives largely listed as inhibitors. 0.093% of 390,000 active. AID 602179; further: on the % scale 0 is the no-effect control and ±100 the full control effect; nearly all actives have a fitted effect of over 65% in size
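IDH1-R132H (0.5 ug/mL dispensed) in pH 7.5 Tris buffer was preincubated 30 min with compound, then given a substrate mix of 0.016 mM NADPH and 2 mM alpha-KG for 80 min at room temperature; remaining NADPH was read by diaphorase/resazurin fluorescence.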
12-LOX inh: blocks human arachidonate 12S-lipoxygenase; purified 12hLO, xylenol orange hydroperoxide absorbance; 1.1% of 580,000 active; AID 1671190; Potency, µM (highest dose often 108 µM), without a hit: top-dose activity change, negative = inhibition, actives largely listed as inhibitors; P18054; further: on the % scale 0 is the no-effect control and ±100 the full control effect
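Purified human 12hLO (150 nM final) in 25 mM Hepes, 0.01% Triton X-100, pH 7.0 was preincubated 15 min at room temperature with compound. Then 40 uM arachidonic acid was added, 30 min. Hydroperoxide was read by Fe-XO absorbance ratio 573/405 nm.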
Vif-APOBEC3F blk: Vif-A3F binding inhibition; HeLa A3F-eYFP + Vif (tagged APOBEC3F with the HIV-1 protein that degrades it), YFP fluorescence increase; Potency, µM (top dose mostly 46.1 µM), inactives show at the highest dose activity, negative = active; 0.2% of 390,000 active; AID 602313; further: % of control where 0% means no effect; nearly all actives have a fitted effect of over 65% in size
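Fluorescence increase (Ex 488/Em 500-530) after overnight compound treatment at 37 deg C flags inhibition of Vif-driven A3F-eYFP loss in stable HeLa A3F-eYFP/Vif cells seeded overnight beforehand.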
RGS4 inhibitor: human RGS4 inhibition | AID 504845 | 0.039% of 390,000 active | Transcreener GDP fluorescence polarization, RGS4-accelerated GTP hydrolysis | P49798 | Potency, µM (titrated, usually from 114 µM), for inactives: at the top dose activity change, negative = inhibition, most hits filed as inhibitors; further: on the % scale 0 is the no-effect control and ±100 the full control effect; nearly all actives have a fitted effect of over 75% in size; some results filed as inactive show a strong effect at the top dose
Target sequence (P49798 whole entry, looked up): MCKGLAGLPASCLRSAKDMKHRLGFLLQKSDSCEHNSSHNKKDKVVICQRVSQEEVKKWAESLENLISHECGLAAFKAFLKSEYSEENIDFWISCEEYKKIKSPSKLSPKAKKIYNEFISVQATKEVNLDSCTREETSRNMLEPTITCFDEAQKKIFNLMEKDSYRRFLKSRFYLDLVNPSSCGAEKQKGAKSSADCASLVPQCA
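MLSMR compounds (23 nl, pin-transferred) preincubated 10 min at room temperature with a 500nM (2x) first reagent, then RGS4 at 900nM (2x) plus Transcreener GDP mix added; fluorescence polarization (620/688 nm) read before and after 90 min at 30 °C.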
rTrxR1 inhibitor: blocks rat thioredoxin reductase 1. O89049. recombinant rTrxR1, NADPH fluorescence consumption, selenite substrate. Potency, µM (doses to about 114 µM), for the others: top-dose activity change, negative = inhibition, hits mostly inhibitors. 1% of 390,000 active; further: on the % scale 0 is the no-effect control and ±100 the full control effect; nearly all actives have a fitted effect of over 65% in size
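Rat TrxR1 (90 nM in the dispensed reagent) was pre-reduced with 400 uM NADPH for 5 min at room temperature, then incubated with compound for 15 min. After 400 uM selenite was added, NADPH fluorescence (Ex 340/Em 450 nm) was followed for 8 min.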
Vif-APOBEC3G blk: inhibitors of Vif-APOBEC3G interaction; AID 602310; Potency, µM (titrated, usually from 46.1 µM), for the others: top-dose activity, negative = active, most hits filed as inhibitors; HeLa A3G-eYFP + Vif (tagged APOBEC3G with the HIV-1 protein that degrades it), YFP fluorescence, overnight; Q9HC16; 0.076% of 410,000 active;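 further: on the % scale 0 is the no-effect control and ±100 the full control effect; nearly all actives have a fitted effect of over 60% in size; hits raise eYFP signal because A3G escapes Vif-driven loss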
Target sequence (Q9HC16 whole entry, looked up): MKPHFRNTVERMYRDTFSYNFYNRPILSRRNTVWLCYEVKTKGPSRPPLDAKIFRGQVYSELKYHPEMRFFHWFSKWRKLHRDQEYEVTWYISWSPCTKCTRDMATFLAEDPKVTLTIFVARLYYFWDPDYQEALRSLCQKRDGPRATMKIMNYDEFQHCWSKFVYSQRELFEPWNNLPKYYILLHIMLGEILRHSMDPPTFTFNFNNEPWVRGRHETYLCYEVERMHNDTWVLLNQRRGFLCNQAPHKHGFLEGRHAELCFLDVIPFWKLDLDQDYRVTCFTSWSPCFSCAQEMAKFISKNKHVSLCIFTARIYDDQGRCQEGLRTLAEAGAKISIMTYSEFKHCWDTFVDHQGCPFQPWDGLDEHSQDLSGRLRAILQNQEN
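Read-out is eYFP fluorescence (Ex 488/Em 500-530) from Vif-expressing HeLa A3G-eYFP cells; more signal means A3G escaped Vif-mediated degradation. Cells plated overnight, compound pinned in, incubated overnight at 37 deg C.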
Starred values were filed as active, the others as inactive; ? = inconclusive; · = no result given; & = joins results of further samples; [ ] = another dose, or the depositor's remark. The call rests on the fitted dose curve; in most records, active means well fitted curve in the direction sought with a large enough effect; inconclusive means small, poorly fitted or top-dose-only effect, or another doubt; inactive means no such curve, though single readings can be large; an effect the other way counts as inactive or inconclusive. Potency means the concentration at half of the fitted maximal effect. Some of the compounds tested; count on the stated rates, not on these rows.

No. | smiles | RXFP1 ag | TrxR1 substrate | USP1 inh | IDH1 R132H inh | 12-LOX inh | Vif-APOBEC3F blk | RGS4 inhibitor | rTrxR1 inhibitor | Vif-APOBEC3G blk
1 | Cc1oc(-c2ccccc2)cc1C(=O)Nc1ccccc1 | 2.5% | -5% | -9% | 1% | -1% | -3% | -14% | -6% | 0%
2 | Nc1nnc(-c2ccc(Cl)c(Cl)c2)s1 | 2.7% | 10%[57.1 µM] | -19% | 3% | -7% | 8% | -26% | 13% | -5%
3 | S=C(c1ccc(N2CCCC2)c(Br)c1)N1CCCCC1 | 0.8% | 10%[57.1 µM] | -26% | 4% | -1% | 4% | 22% | 21%[57.1 µM] | 1%
4 | C[C@H](CO)N1C[C@H](C)[C@@H](CN(C)C(=O)Nc2ccc3c(c2)OCO3)Oc2c(NS(=O)(=O)c3ccccc3)cccc2C1=O | · | -7% | 22% | 1% | ? | -2% | -30% | -14% | -6%
5 | COc1ccc(Cl)cc1NC(=O)CN(C)C(=O)c1cc2ccccc2cc1OC | 0.1% | 25%[57.1 µM] | -9% | 10% | -7% | 4% | 6% | 24% | -14%
6 | CSc1ncccc1C(=O)OCC(=O)c1ccc(C)s1 | · | 15%[57.1 µM] | -4% | 0% | -1% | 0% | 0% | -4%[2.29 µM] | 1%
7 | COc1cc(C(=O)Nc2nccs2)c(Br)c(OC)c1OC | 0.0% | 6%[57.1 µM] | -23% | -3% | ? | 2% | -23% | 4%[57.1 µM] | -28%
8 | O=C(CNc1cccc(S(=O)(=O)N2CCCC2)c1)Nc1cccc(Br)c1 | -0.3% | -8% | -25% | 4% | ? | 10% | -21% | -10% | 0%
9 | COC(=O)c1ccccc1NS(C)(=O)=O | -1.0% | 3%[57.1 µM] | -28% | 7% | 17% | -3% | 1% | 25%[57.1 µM] | 1%&0%
10 | COc1ccc(/C=N/NC(=O)c2nc(Cl)c(Cl)c(N)c2Cl)cc1COc1ccc(F)cc1F | 4.1% | 49%[activator][57.1 µM] | -18% | 2% | 0% | -6% | 18% | 23%[57.1 µM] | -27%
11 | CCOc1ccc(CCNC(=O)c2cc3sccc3n2C)cc1OCC | 0.3% | -8% | ? | 4% | 11% | -2% | -9% | 1% | -7%
12 | O=C(CN1C(=O)NC2(CCCC2)C1=O)NCCc1ccccc1 | · | 7% | -20% | 4% | 383%[activator] | 6% | 3% | 17% | 10%
13 | COCc1cc(=O)n2c([nH]c3ccccc32)c1C#N | 7.0% | · | -3% | 3% | 1% | 0% | -33% | -87% | -2%
14 | COc1ccccc1N1CCN(C(=S)Nc2ccccc2)CC1 | -1.0% | 7%[57.1 µM] | -16% | 6% | ? | 0% | 1% | 14%[57.1 µM] | -4%&0%
15 | Cc1cc(NS(=O)(=O)c2ccc(NC(=O)Cc3cccs3)cc2)no1 | 1.6% | 9%[57.1 µM] | -12% | -3% | -8% | -11% | 21% | 19% | 1%
16 | O=C(NCc1ccccc1F)C1CCN(C(=O)Nc2ccc(F)cc2)CC1 | 0.9% | -6% | -7% | -1% | -12% | 5% | -12% | 20%[57.1 µM] | 1%
17 | Cc1cc(C)c(N(C(=O)CN2C(=O)c3ccccc3S2(=O)=O)C(C(=O)NCC2CCCO2)c2ccc(F)cc2)c(C)c1 (configuration not stated) | 0.6% | -4%[57.1 µM] | -9% | -4% | -4% | -4% | 6% | 5%[57.1 µM] | 0%
18 | Cc1nn(C)cc1NC(=O)CCSc1nc(-c2ccco2)cc(C(F)(F)F)n1 | 0.4% | -10% | -15% | 2% | -21% | 5% | -10% | -17% | 0%
19 | O=C(CN1CCN(S(=O)(=O)c2ccc(Cl)s2)CC1)N1CCCCC1 | -0.3% | -4% | 5% | -9% | 3% | -1% | 24% | 4% | 3%
20 | CCN(CC)C(=O)C12CC3CC(CC(Cl)(C3)C1)C2 | -1.2% | -5%[57.1 µM] | -7% | 1% | -4% | -14% | -12% | 7%[57.1 µM] | 0%
21 | Cc1cc(C(=O)COC(=O)Cn2c(C(F)(F)F)nc3ccccc32)c(C)n1Cc1ccco1 | 1.0% | -5% | -16% | -1% | -2% | -15% | 2% | -5% | 0%
22 | CC(C)COc1ccc(-c2nnc(-c3ccncc3)o2)cc1 | 22% | 178%[activator] | -19% | 20% | -3% | -1% | 22% | 32% | 4%
23 | Cc1ccc(OCC(=O)NNC(=O)C2CCN(c3nc(C)cc(C)n3)CC2)cc1 | 5.5% | 7%[57.1 µM] | -7% | -1% | 19% | 4% | -15% | 26% | -1%
24 | c1ccc(Oc2nc(NCc3ccco3)nc(NCc3ccco3)n2)cc1 | 0.5% | -7% | -5% | 2% | 0% | 1% | -19% | ? | -6%
25 | CCN(c1ccccc1)S(=O)(=O)c1ccc(C(=O)Nc2nccs2)cc1 | 0.2% | 0% | -27% | 5% | 331%[activator] | -24% | -25% | 20% | 3%
26 | CCN=C1S/C(=C/c2ccc(-c3ccc(Cl)cc3C(=O)O)o2)C(=O)N1CC | -0.6% | -7% | ? | -12% | ? | -12% | -26%[56.9 µM] | -18% | -8%
27 | CCOC(=O)c1c(N)sc(C(=O)N2CCCCC2)c1C | -2.0% | -6% | -5% | 0% | 162%[activator] | 4% | -8% | -7% | -1%
28 | CCOc1cc(C(=O)OCC(=O)N(C)c2ccccc2)cc(OCC)c1OCC | 1.3% | 4%[57.1 µM] | -13% | 4% | 5% | 13% | 39% | 14%[57.1 µM] | 1%
29 | Cc1cccc(Oc2coc3cc(OCC(=O)NC4CCCCC4)ccc3c2=O)c1 | 0.3% | -7% | 12% | -13% | -21% | -4% | -23% | -5% | 5%
30 | CC(C)(C)NC(=O)/C=C/c1ccc(C(F)(F)F)cc1 | -0.8% | 12%[57.1 µM] | -24% | 2% | -8% | -2% | 25% | 18%[57.1 µM] | 2%
31 | C[C@@H]1CN([C@@H](C)CO)C(=O)c2cc(N(C)C)ccc2O[C@@H]1CN(C)Cc1ccncc1 | · | 6% | -23% | -5% | -3% | -1% | -7% | 19%[57.1 µM] | 0%
32 | Cc1nn(CC(=O)N/N=C/c2cccs2)c(C)c1[N+](=O)[O-] | 3.9% | 5%[57.1 µM] | -10% | 0% | 49%[activator] | -6% | -9% | 13%[57.1 µM] | -1%
33 | COc1ccc([N+](=O)[O-])cc1N(CC(O)CN1CCCCC1)S(=O)(=O)c1ccc(C)cc1 (configuration not stated) | -2.4% | 5%[57.1 µM] | -5% | -5% | -27% | 1% | -4% | 7%[57.1 µM] | 0%
34 | COCCNCC(=O)NC12CC3CC(CC(C3)C1)C2 | 0.2% | -3% | -4% | 1% | ? | 3% | 8% | 1% | 3%
35 | O=C1CN(C(=O)c2ccccc2[N+](=O)[O-])C(c2ccccc2)c2cc(Br)ccc2N1 (configuration not stated) | -0.3% | 3% | -24% | -2% | 0% | 1% | 3% | 28% | 0%
36 | CCOC(=O)Nc1sc(C(=O)N(CC)CC)c(C)c1C(=O)OCC | 1.8% | -5%[57.1 µM] | -3% | 0% | -20% | -6% | -44% | 12%[57.1 µM] | 0%
37 | O=[N+]([O-])c1cc(-c2nnc(Nc3ccc(O)cc3)c3ccccc23)ccc1N1CCOCC1 | 0.2% | -7% | -7% | -13% | 2% | 2% | 18% | -3%[57.1 µM] | ?
38 | Cc1cc(C)cc(OCC(=O)N(Cc2ccc(C)o2)C2CCS(=O)(=O)C2)c1 (configuration not stated) | -1.1% | -6% | -7% | · | 1% | · | 10% | -12% | ·
39 | O=C(CNC(=O)Cc1ccccc1)NCC(=O)N1CCN(C(c2ccccc2)c2ccccc2)CC1 | 0.2% | 2% | -3% | -7% | 13% | 0% | -2% | 5% | -1%
40 | COc1cc(/C=N/Nc2nc(C)cc(=O)[nH]2)cc(OC)c1O | -6.5% | -8% | -11% | 6% | ? | -3% | -7% | -14% | 1%
41 | Cc1ccccc1COc1ccc(/C=N/NC(=O)c2nnn(-c3nonc3N)c2CN2CCC(C)CC2)cc1 | -0.4% | -3%[57.1 µM] | -17% | 4% | 7% | 0% | -8%[56.9 µM] | 29%[57.1 µM] | 3%
42 | Cc1cc(NC(=O)CCC(=O)N(c2ccccc2)C(C(=O)NC2CCCC2)c2ccncc2)no1 (configuration not stated) | 1.9% | -5% | -12% | 0% | 0% | 2% | 2% | -4% | 2%
43 | CC(C)(O)C#Cc1ccc(C(=O)NCc2ccccc2F)cc1 | 2.4% | 1% | -11% | -1% | 3% | -20% | -7% | 3% | -6%
44 | Cc1ccc(OCc2cc(C(=O)NC3CCCCC3)no2)cn1 | 0.2% | -4% | -6% | 0% | 0% | -11% | -4% | 3% | 6%
45 | COc1ccc(C(CNC(=O)COc2ccc(F)cc2Cl)N2CCOCC2)cc1 (configuration not stated) | 0.4% | -8% | -6% | -2% | -20% | 3% | 7% | -17% | -1%
46 | Cc1ccc(-c2c[n+](CC(=O)c3ccc(Br)cc3)c3n2CCCCC3)cc1 | -2.2% | -3% | -8% | 2% | 1% | 0% | -28% | -13% | 0%
